NFkB transloc inh: blocks IL-1B driven NFkB nuclear translocation in HUVEC cells; HUVEC IL-1B NFkB p65 nuclear translocation imaging; inhibition, % at 2 µM; 94,000 compounds, 0.43% hits;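 active = inhibition above about 30% together with a positive call from visual inspection of the well image, limit read from the data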;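 note: nuclear over cytoplasmic p65 intensity ratio measured by imaging; 0% = IL-1B stimulated DMSO wells and 100% = unstimulated DMSO wells; values of inactives mirror those of a sister screen read the other way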
Bcl-B TR3 displacers: displacers of TR3 peptide from Bcl-B, primary screen, selectivity assay for Bfl-1 inhibitor project, biochemical, fluorescence polarization | FP displacement of FITC-TR3 peptide from Bcl-B; higher % means a stronger effect | displacement, % at 20 µM, or IC50 in µM where a hit was titrated | 96,000 compounds, 0.11% hits | AID 748;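 active = displacement above 50% at 20 µM plus a fluorescence interference ratio under 1.5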;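 note: plate controls were wells without compound for no effect and wells lacking Bcl-B protein for full effect; a part of the inactive calls stands beside numbers as strong as those of hits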
PLAP inhibition: PLAP enzyme inhibitors, biochemical, luminescence, HTS (AID 690); purified PLAP, luminescent substrate; higher % means a stronger effect; inhibition, % at 20 µM, or IC50 in µM where a hit was titrated; 96,000 compounds, 0.08% hits; in the data active = a potency from the dose series; inactive = the rest, 99 in 100 with inhibition below about 30%; note: strong numbers were not always called active
IL1B NFkB pot: enhances IL-1B driven NFkB nuclear translocation. 94,000 compounds, 0.3% hits. HUVEC IL-1B NFkB p65 nuclear translocation imaging. activation, % at 2 µM;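 active = activation above 40%, about the mean plus 3 SD, also judged a hit on visual image review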;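 note: percent activation is computed from the nuclear over cytoplasmic p65 intensity ratio; values of inactives mirror those of a sister screen read the other way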
MRP resist rev: reverses drug resistance mediated by MRP; H69AR cells + 2 uM doxorubicin, CellTiter-Glo, 72 h; differential viability (reversal), % at 10 µM; 85,000 compounds, 0.04% hits;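 active = viability drop by adding the cancer drug above about 55%, with treated viability meeting a 40% cutoff, limit read from the data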;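 note: viability without doxorubicin minus viability with 2 µM doxorubicin for each compound; larger differential means the compound sensitizes cells more to doxorubicin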
MRP resist rev cytotoxicity: second read-out of MRP resist rev, no call of its own (marks repeat the call); viability, %; H69AR cells, CellTiter-Glo, 72 h; measured here: cytotoxicity without doxorubicin
MRP resist rev with doxorubicin: also measured in MRP resist rev; calls as there; viability, %; measured here: viability with 2 uM doxorubicin; active compounds read low
NFkB transloc inh cell count 2 µM: further read-out of NFkB transloc inh, marked with its call; cell count; measured here: cells passing quality filter;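 raw number of nuclei counted in each imaged well without normalization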
IL1B NFkB pot cell count 2 µM: second read-out of IL1B NFkB pot, no call of its own (marks repeat the call); cell count; measured here: cells passing quality filter
Active calls of the source: *; . = not tested or not shown.

SMILES	NFkB transloc inh	NFkB transloc inh cell count 2 µM	Bcl-B TR3 displacers	PLAP inhibition	IL1B NFkB pot	IL1B NFkB pot cell count 2 µM	MRP resist rev	MRP resist rev cytotoxicity	MRP resist rev with doxorubicin
O=C(C1CCCCN1S(=O)(=O)c1ccccc1)N1CCCCC1 (centres undefined)	52*	123*	-7%	-16%	-52	123	8	114	106
CCCCNC(=O)Cn1c(=O)n(C)c2ccccc21	-12	75	-5%	1%	12	75	11	104	92
CCOC(=O)C1=C(C)Nc2sc(C(=O)c3ccc(Br)cc3)c(N)c2C1c1ccc(C(=O)OC)cc1 (centres undefined)	12	149	-73%	-76%	-12	149	.	.	.
Fc1cccc(CN2CCN3CCCC3C2C2CCCCC2)c1 (centres undefined)	-9	171	0%	-26%	9	171	.	.	.
COc1ccc(-c2noc(C)c2-c2ccc3ccccc3n2)c(O)c1	-6	95	-11%	-20%	6	95	-28	26	54
COc1ccc2c(c1)C(=O)CC(c1ccccc1F)O2 (centres undefined)	4	107	-9%	-20%	-4	107	-5	97	102
CC(=O)OCc1cc(=O)n(C)c(=O)n1C	-1	119	-9%	-6%	1	119	2	91	89
COC(=O)c1cn(-c2ccccc2)nc1-c1ccncc1	.	.	-9%	5%	.	.	1	88	88
Cc1cc(NCCCn2ccnc2)n2nc(-c3ccc(F)cc3)cc2n1	.	.	4%	-86%	.	.	-8	67	74
Cc1ccc2c(CC(=O)OCc3csc(C)n3)coc2c1	-17	126	.	.	17	126	7	108	101
CCOC(=O)c1ccc(CSc2nnc(N)s2)cc1	-16	140	-2%	21%	16	140	7	86	79
Cc1sc2nc(CN3CCOCC3)nc(Oc3ccc(NC(=O)c4ccco4)cc3)c2c1C	0	47	-9%	.	0	47	12	58	46
CCCCNCC(=O)Nc1ccc(NC(=O)CNCCCC)cc1	-6	168	0%	-33%	6	168	4	88	84
COc1ccc(-c2noc(-c3ccccc3C(=O)N3CCOCC3)n2)cc1	-4	101	-11%	-3%	4	101	-1	79	80
Cc1ccc(S(=O)(=O)C(CCC(=O)c2ccc(Cl)cc2)C(N)=O)cc1 (centres undefined)	-8	180	0%	-5%	8	180	.	.	.
O=C(c1ccc(Cl)cc1)c1c[nH]cc1-c1ccccc1	-9	101	.	.	9	101	9	102	93
COc1ccc(OC)c(NC(=O)CN(c2ccc(C(C)C)cc2)S(=O)(=O)c2c(C)noc2C)c1	-10	200	-3%	-54%	10	200	0	72	71
O=c1c2ccccc2nc(-c2ccccc2)n1CCCn1ccnc1	-5	153	-8%	-8%	5	153	1	86	85
Cc1ccc2cc(C#N)c(N3CCCC3)nc2c1C	5	105	7%	18%	-5	105	20	85	65
O=C(c1ccc(Cn2cc(Br)cn2)o1)n1cccn1	-18	113	5%	-9%	18	113	-19	93	112
O=C(COC(=O)CCS(=O)(=O)c1ccc(Cl)cc1)NC1CCCCC1	-24	87	-6%	-12%	24	87	13	113	100
Cc1cc(C)n(-c2nc(SCC(=O)N3CCCC3)c3c4c(sc3n2)CCCC4)n1	7	166	-17%	-42%	-7	166	-16	58	74
C#CCn1c(S(=O)(=O)Cc2ccc(C)cc2)nc(-c2ccccc2)c1-c1ccccc1	-5	166	10%	-3%	5	166	.	.	.
CCc1ccc(S(=O)(=O)NCc2csc(-c3ccccc3)n2)s1	-13	135	5%	37%	13	135	-8	80	88
O=C1CCc2cc(S(=O)(=O)N3CCC(C(=O)NCc4ccccc4Cl)CC3)ccc2N1	-20	163	-11%	19%	20	163	3	92	88

An excerpt from above in order of the PLAP inhibition value, descending:
| Compound | Bcl-B TR3 displacers | PLAP inhibition | IL1B NFkB pot | IL1B NFkB pot cell count 2 µM |
| --- | --- | --- | --- | --- |
| CCOC(=O)c1ccc(CSc2nnc(N)s2)cc1 | -2% | 21% | 16 | 140 |
| O=C1CCc2cc(S(=O)(=O)N3CCC(C(=O)NCc4ccccc4Cl)CC3)ccc2N1 | -11% | 19% | 20 | 163 |
| Cc1ccc2cc(C#N)c(N3CCCC3)nc2c1C | 7% | 18% | -5 | 105 |

The listing picks up with the 5 entries that preceded the break.
SMILES	NFkB transloc inh	NFkB transloc inh cell count 2 µM	Bcl-B TR3 displacers	PLAP inhibition	IL1B NFkB pot	IL1B NFkB pot cell count 2 µM	MRP resist rev	MRP resist rev cytotoxicity	MRP resist rev with doxorubicin
O=C(COC(=O)CCS(=O)(=O)c1ccc(Cl)cc1)NC1CCCCC1	-24	87	-6%	-12%	24	87	13	113	100
Cc1cc(C)n(-c2nc(SCC(=O)N3CCCC3)c3c4c(sc3n2)CCCC4)n1	7	166	-17%	-42%	-7	166	-16	58	74
C#CCn1c(S(=O)(=O)Cc2ccc(C)cc2)nc(-c2ccccc2)c1-c1ccccc1	-5	166	10%	-3%	5	166	.	.	.
CCc1ccc(S(=O)(=O)NCc2csc(-c3ccccc3)n2)s1	-13	135	5%	37%	13	135	-8	80	88
O=C1CCc2cc(S(=O)(=O)N3CCC(C(=O)NCc4ccccc4Cl)CC3)ccc2N1	-20	163	-11%	19%	20	163	3	92	88
O=C(Cc1ccc(-n2cccc2)cc1)NCc1cccs1	-10	79	-24%	8%	11	79	-18	29	47
Cc1ccc(S(=O)(=O)N(CC(=O)N2CCC(C)CC2)c2cccc(C)c2)cc1	13	130	-4%	-121%	-13	130	13	93	80
Cc1ccc(S(=O)(=O)/N=C(\CN2CCCCC2)N2CCOCC2)cc1	0	134	-5%	-34%	0	134	8	96	88
Cc1ccc(C(C)C)c(OCC(O)CN2CCN(CCO)CC2)c1 (centres undefined)	18	126	.	.	-18	126	12	89	77
CCCS/C(N)=N/N=C/c1cc(C)ccc1O	-6	170	5%	13%	6	170	-27	65	92
Cc1ccc2cc(CN(CC(C)C)C(=O)C3CCCO3)c(=O)[nH]c2c1 (centres undefined)	-16	141	13%	-33%	16	141	11	77	66
Cn1nc(-c2ccc(Cl)cc2)c2cc(C(=O)NCCCN3CCOCC3)sc21	-4	139	-9%	-36%	4	139	0	43	43
Cc1cc(Cl)ccc1N(CC(=O)N=Nc1c(O)[nH]c2ccccc12)S(C)(=O)=O	-5	165	-1%	-113%	5	165	-7	88	95
[O-][N+]12CC[N+]([O-])(CC1)c1ccccc12	6	113	-3%	-1%	-6	113	-11	84	95
Cc1cc(C)c2cc3c(ccn3C3OC[C@H](O)[C@H](O)[C@H]3O)cc2n1 (some centres undefined)	.	.	.	16%	-53	139	9	100	91
COc1cccc(CNc2ccc3c(c2)CCC3)c1	.	.	-5%	-4%	.	.	26	108	82
CCC(=O)Nc1nc(N)n(-c2ccccc2)n1	-11	70	10%	8%	11	70	7	103	96
COc1ccc(C(=O)NNC(=O)c2cnccn2)cc1[N+](=O)[O-]	6	164	2%	-176%	-6	164	-5	77	82
CCOc1ccc(C2C(C#N)=C(N)Oc3cc(C)n(Cc4ccco4)c(=O)c32)cc1OC (centres undefined)	-23	156	-4%	5%	23	156	-7	82	88
COC(=O)CCCCCNc1ccc(C(=O)OC)cc1N	-6	150	8%	-57%	6	150	-2	84	86
COCCCNCCOc1cc(C(C)C)ccc1C	-12	124	4%	-16%	12	124	13	93	80
Cc1nn(C)cc1CN(C)C(=O)c1cc2nc(-c3ccco3)cc(C(F)(F)F)n2n1	-10	159	7%	-33%	10	159	2	93	91
Cc1ccc(-n2nnnc2SCn2nnc3ccccc3c2=O)c(C)c1	4	174	5%	12%	-5	174	11	82	71
O=C(c1ccncc1)c1nccn1-c1ccccn1	-23	124	10%	8%	23	124	-2	90	91
COc1cc2c(C(=O)N3CCN(c4cccc(Cl)c4)CC3)cn(C)c(=O)c2cc1OC	-3	160	-6%	-59%	3	160	.	.	.
Cc1ccc(C(C(=O)NC2CCCCC2)N(C(=O)c2csnn2)C2CCCC2)o1 (centres undefined)	13	165	-5%	-45%	-13	165	11	96	86
Cc1cc(C)nc(NS(=O)(=O)c2ccc(NC(=O)CN3C(=O)c4ccccc4C3=O)cc2)n1	2	182	-2%	5%	-2	182	-25	93	117
CCOc1cccc(OCCCNCCCOC)c1	0	199	-4%	11%	0	199	22	104	82
O=C1C2C3C=CC(C3)C2C(=O)N1c1ccncc1 (centres undefined)	-21	163	-7%	-9%	21	163	10	99	90
COc1cc(C(=O)NCCC(=O)NCCN2CCOCC2)cc(OC)c1OC	-2	127	10%	1%	2	127	9	100	91
The listing continues:
SMILES	NFkB transloc inh	NFkB transloc inh cell count 2 µM	Bcl-B TR3 displacers	PLAP inhibition	IL1B NFkB pot	IL1B NFkB pot cell count 2 µM	MRP resist rev	MRP resist rev cytotoxicity	MRP resist rev with doxorubicin
Cc1cccc(C(=O)N=c2c(C#N)cc3c(=O)n4cccc(C)c4nc3n2Cc2ccco2)c1	-21	119	19%	-60%	21	119	32	79	46
Cc1cc(Oc2ccccc2)nc(SCC(=O)Nc2ccc(Cl)cc2Cl)n1	-20	113	-10%	7%	20	113	11	84	72
CC(=O)Nc1cccc(NC(=O)C2CCCN2C(=O)Nc2cccc(F)c2)c1 (centres undefined)	3	106	-4%	2%	-3	106	-6	90	96
O=c1[nH]c(=O)n(C2CCCO2)cc1Br (centres undefined)	13	81	-6%	10%	-13	81	-3	95	98
COc1ccc(/C=C/C(=O)c2ccc(Cl)cc2)c(OC)c1	-10	118	0%	19%	10	118	.	.	.
CCOC(=O)N1CCN(C(=O)C2CCN(S(=O)(=O)c3cc(Cl)ccc3Cl)CC2)CC1	1	149	-11%	-29%	-1	149	-20	40	60
COC(=O)Nc1ccc(NC(C)=O)cc1	7	149	-6%	8%	-7	149	.	.	.
CC(CC(=O)Nc1ccc2c(c1)OCCO2)c1ccccc1 (centres undefined)	-2	171	2%	22%	2	171	-3	99	102
Cc1nn(C)c(C)c1CN(C)C(=O)c1cnn2c1NC(c1ccccc1)CC2C(F)(F)F (centres undefined)	-2	193	2%	-48%	2	193	5	77	72
CCCCOc1ccccc1P(=O)(O)CP(=O)(c1ccccc1)c1ccccc1	-4	148	3%	11%	4	148	-6	97	104
CC1=CC(C)(C)N(S(=O)(=O)c2ccc(F)cc2)c2ccccc21	-1	187	2%	39%	1	187	-38	19	57
COc1cccc(OC)c1C(=O)Nc1ccc(N2CCN(S(C)(=O)=O)CC2)cc1	13	73	1%	-40%	-13	73	.	.	.
COC(=O)c1ccc(N2CCOCC2)c(F)c1	.	.	-2%	8%	.	.	-5	96	101
On1c(-c2ccco2)nc2c1CCc1nonc1-2	.	.	4%	7%	.	.	13	105	93
COc1ccc(-n2nc(C(=O)Nc3ccc4c(c3)OCO4)c3ccccc3c2=O)cc1	.	.	-7%	-9%	.	.	14	106	91
CCCNC(=O)Nc1cc(C)on1	-12	91	1%	-10%	12	91	3	93	90
O=[N+]([O-])c1ccc(C(=S)N2CCN(Cc3ccccc3)CC2)cc1	-2	148	1%	10%	2	148	.	.	.
N#Cc1cccc(NC(=O)c2nc(-c3ccccc3)n(-c3ccccc3)n2)c1	-25	89	-28%	-60%	25	89	-8	80	88
O=c1[nH]c(C2CCCN(S(=O)(=O)c3ccc(F)cc3)C2)nc2c1nnn2Cc1ccccc1 (centres undefined)	-23	145	13%	-17%	23	145	29	84	54
NS(=O)(=O)c1ccc(CCNC2CC(=O)N(Cc3ccccc3)C2=O)cc1 (centres undefined)	-16	165	-8%	5%	16	165	15	105	90
O=C(NCC1CCCO1)C1CC(c2ccccc2Cl)=NO1 (centres undefined)	-11	139	0%	5%	11	139	21	100	79
Cc1cc(C)c(S(=O)(=O)n2ccc3ccccc32)c(C)c1	-13	160	-4%	25%	13	160	-6	8	13
NS(=O)(=O)c1ccc(NC(=O)CSc2ccccn2)cc1	-8	189	6%	-11%	8	189	-3	104	107
COc1ccc(/C=N/OCC(=O)N2CC3(C)CC2CC(C)(C)C3)cc1OC (centres undefined)	-5	164	1%	-50%	5	164	.	.	.
NC(=O)CN1CCOCCN(CC(N)=O)CCOCC1	.	.	-1%	-16%	.	.	8	99	91
C=CCn1c(SCC(=O)Nc2nc(C)cs2)nnc1C(NC(=O)c1ccccc1)C(C)C (centres undefined)	2	154	.	.	-2	154	-16	14	30
Cc1onc(-c2ccccc2Cl)c1C(=O)Nc1cnn(Cc2ccccc2)c1	.	.	0%	-12%	.	.	5	94	89
COC(=O)c1c(-c2ccc(C)cc2)csc1N	.	.	-1%	-8%	.	.	9	95	86

This is a subset. The share of hits here may be higher or lower than overall.
